# Source: PubChem BioAssay
# POLH inh: inhibitors of human DNA polymerase eta. Q9Y253. recombinant Pol eta, fluorescent DNA replication assay. Potency, µM (doses to about 114 µM), for inactives: at the top dose activity change, negative = inhibition, hits mostly inhibitors. hit rate 1.2% among 390,000; note: potency is the fitted concentration of half-maximal effect; % is set by controls: 0 for no effect and ±100 for the full control effect
#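 Fluorescent replication assay: 50 nM final substrate added after a 15 min room-temperature compound preincubation with 10 nM enzyme. Signal taken at 0 min and again at 10 min.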
# Pol iota inh: DNA polymerase iota (human) inhibition; Q9UNA4; Pol iota fluorescent replication assay, 10 min; Potency, µM (highest dose often 115 µM), for the others: top-dose activity, negative = inhibition, hits mostly inhibitors; hit rate 1% among 390,000; AID 588590; note: potency is the fitted concentration of half-maximal effect
#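 Pol iota at 10 nM preincubated 15 min with compounds at room temperature; reaction started with fluorescent substrate, 50 nM final. Fluorescence read kinetically at 0 and 10 min; buffer-only wells as negative control.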
# BLM helicase inh: Bloom syndrome helicase (human) inhibition. recombinant BLM DNA unwinding, fluorescence dequenching. Potency, µM (top dose mostly 56.1 µM), without a hit: at the top dose activity change, negative = inhibition, most hits filed as inhibitors. hit rate 0.2% among 350,000. AID 2528;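 note: potency is the fitted concentration of half-maximal effect; plate controls were vehicle for no effect and no enzyme for full effect; nearly all actives have a fitted effect of over 35% in size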
# Anesthetic bind: binds horse apoferritin like a general anesthetic | P02791 | hit rate 0.074% among 350,000 | apoferritin/1-aminoanthracene competitive binding, fluorescence | AID 485281 | Potency, µM (titrated, usually from 77.5 µM), for the others: at the highest dose activity change, negative = displacement, most hits filed as inhibitors; note: potency is the fitted concentration of half-maximal effect; % is set by controls: 0 for no effect and ±100 for the full control effect; nearly all actives have a fitted effect of over 20% in size
# Target sequence (P02791 2-175 limits assumed): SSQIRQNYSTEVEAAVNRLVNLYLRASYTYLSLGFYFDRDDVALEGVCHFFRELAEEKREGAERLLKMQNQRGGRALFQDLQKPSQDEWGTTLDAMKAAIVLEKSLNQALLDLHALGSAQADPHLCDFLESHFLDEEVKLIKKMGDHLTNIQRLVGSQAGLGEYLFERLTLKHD
#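 Probe: 1-aminoanthracene (50% saturated, PBS). Protein: horse-spleen apoferritin, 10 uM. Incubation: 10 min, room temperature. Detection: 380 nm excitation, 535 nm emission. Analysis: normalized response, four-parameter Hill.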
# POLK inh: DNA polymerase kappa (human) inhibition; Q9UBT6; purified Pol kappa, fluorescent DNA synthesis assay, 10 min; Potency, µM (doses to about 107 µM), for the others: top-dose activity, negative = inhibition, hits mostly inhibitors; hit rate 0.53% among 400,000; note: potency is the fitted concentration of half-maximal effect; % is set by controls: 0 for no effect and ±100 for the full control effect
# Target sequence (Q9UBT6 whole entry, looked up): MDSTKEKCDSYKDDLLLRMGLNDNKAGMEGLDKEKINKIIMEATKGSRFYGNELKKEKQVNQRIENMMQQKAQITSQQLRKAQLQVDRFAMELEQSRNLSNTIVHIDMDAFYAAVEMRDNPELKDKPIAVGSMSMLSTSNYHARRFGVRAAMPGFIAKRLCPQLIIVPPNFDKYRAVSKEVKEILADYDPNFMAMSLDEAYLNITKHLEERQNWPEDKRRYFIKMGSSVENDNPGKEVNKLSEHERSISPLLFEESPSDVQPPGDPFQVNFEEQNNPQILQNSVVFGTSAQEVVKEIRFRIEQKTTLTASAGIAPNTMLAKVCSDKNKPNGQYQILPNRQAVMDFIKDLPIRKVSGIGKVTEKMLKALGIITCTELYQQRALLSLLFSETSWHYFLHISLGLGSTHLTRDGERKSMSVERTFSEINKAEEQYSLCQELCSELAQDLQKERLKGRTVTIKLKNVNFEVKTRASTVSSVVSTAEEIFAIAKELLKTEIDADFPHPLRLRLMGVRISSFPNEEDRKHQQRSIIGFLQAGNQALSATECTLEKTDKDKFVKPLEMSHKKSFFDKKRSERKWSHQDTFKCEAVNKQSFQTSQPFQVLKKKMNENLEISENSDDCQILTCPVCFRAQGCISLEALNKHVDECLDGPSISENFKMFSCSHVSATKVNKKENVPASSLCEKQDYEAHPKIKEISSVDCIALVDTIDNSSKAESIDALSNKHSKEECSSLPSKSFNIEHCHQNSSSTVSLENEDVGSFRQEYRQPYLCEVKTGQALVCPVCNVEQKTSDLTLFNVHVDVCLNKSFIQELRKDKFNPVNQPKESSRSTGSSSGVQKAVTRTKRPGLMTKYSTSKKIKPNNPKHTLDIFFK
#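 Fluorescent qHTS in 1536-well format: enzyme (10 nM) and compound sat 15 min at room temperature before 50 nM substrate (final) was added. Signal taken at 0 and 10 min; no-enzyme buffer wells were negative controls.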
# POLB inh: DNA polymerase beta (human) inhibition; P06746; Pol beta primer extension/strand displacement, fluorescence kinetic; Potency, µM (doses to about 114 µM), for the others: at the highest dose activity change, negative = inhibition, usual class: inhibitors; hit rate 1.3% among 340,000; note: potency is the fitted concentration of half-maximal effect; % is set by controls: 0 for no effect and ±100 for the full control effect
#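 Values derive from four-parameter Hill fits of normalized kinetic data: reads at 0 and 10 min following addition of 50 nM substrate to 10 nM Pol beta preincubated 15 min with compound.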
# APEX1 inh: inhibitors of human APE1 endonuclease | recombinant APE1, TAMRA/BHQ-2 abasic DNA cleavage fluorescence | P27695 | Potency, µM (doses to about 65.8 µM), without a hit: at the highest dose activity change, negative = inhibition, usual class: inhibitors | AID 2517 | hit rate 0.35% among 350,000;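 note: potency is the fitted concentration of half-maximal effect; plate controls were vehicle for no effect and reference inhibitor for full effect; nearly all actives have a fitted effect of over 55% in size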
#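 Kinetic fluorescence read (525 ex/598 em nm, three reads 60 s apart) of AP-site incision; signal = third minus first read. Enzyme 0.75 nM, dual-labelled THF duplex 50 nM, compound preincubation 15 min RT.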
# GRP78 ERSR act: induces the endoplasmic reticulum stress response in human glioma cells; U87-MG GRP78 promoter luciferase reporter, 16 h; Potency, µM, for inactives: at the highest dose activation, usual class: activators; hit rate 0.02% among 420,000; AID 602332; note: potency is the fitted concentration of half-maximal effect; series mostly up to about 76 µM; % of control where 0% means no effect; nearly all actives have a fitted effect of over 35% in size
#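 Stably transfected U87-MG human glioma cells carrying a GRP78-based luminescent sensor were seeded at 1000 cells/well, pin-dosed with compounds and incubated 16 h. Luciferase reagent was then added, and end-point luminescence was read after 10 min at room temperature.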
# LDHA block: inhibitors of human lactate dehydrogenase A; purified LDHA, NADH/diaphorase-resazurin fluorescence; stronger effect = lower value; activity change, % (values are at about 110 or 230 µM); hit rate 0.15% among 480,000; in the data active = activity change below about -30%; inconclusive = mostly about -25% to -30%;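 note: plate controls were DMSO wells for no effect and wells without enzyme for full effect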
#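 Enzyme activity of human lactate dehydrogenase 5 (2 nM; 0.06 mM NADH, 0.2 mM pyruvate, 5 min, RT) is measured via a resazurin/diaphorase fluorescence readout of residual NADH.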
# The depositor's hits bear a star; ? = inconclusive; / = no result given; & = joins results of further samples; [ ] = another dose, or the depositor's remark. Unless noted, calls come from the whole dose curve; as a rule, active = well fitted curve in the direction sought with a large enough effect; inconclusive = small, poorly fitted or top-dose-only effect, or another doubt; inactive = no such curve, though single readings can be large; an effect the other way counts as inactive or inconclusive.
# Below each compound: POLH inh, Pol iota inh, BLM helicase inh, Anesthetic bind, POLK inh, POLB inh, APEX1 inh, GRP78 ERSR act, LDHA block
- COC(=O)CCC(=O)Nc1cccc(C(=O)Nc2cccc(Cl)c2)c1
 : -9%, -5%, 1%, -9%, -12%, 0%, 0%, 3%, -9
- O=C(NCC1CCCO1)c1cccc(NC(=O)c2ccc(Br)cc2)c1 (stereo unspecified)
 : -24%, 10%, -4%, -10%, -3%, -1%, 47%[activator], -6%, 2
- Cc1cccc(-n2c(=O)c3ccccc3n3c(=S)[nH]nc23)c1C
 : -5%, -28%, 2%, 0%, -8%, 27%, 25%[12.4 µM], -1%, -12
- COc1ccccc1OCCNC(=O)C1CC(=O)N(c2ccccc2OC)C1 (stereo unspecified)
 : -1%, 13%, /, /, -1%, /, 36%, -6%, -2
- O=C1C2Sc3[nH]c(=O)sc3C(c3ccccc3)C2C(=O)N1c1ccc(Cl)cc1 (stereo unspecified)
 : 1%, 2%, -4%, -18%, -3%, 18%, -6%, -3%, -6
- CCCn1c(SCC(=O)Nc2ccc3c(c2)OCCO3)nnc1-c1ccco1
 : 3%, 3%, 1%, -20%, -11%, 1%, -1%, -4%, -10
- O=C1CCC/C=C/C[C@@H](CC(=O)N(CCO)Cc2ccccc2)C(=O)NC[C@H](c2ccccc2)O1
 : -6%, 1%, /, /, -2%, /, 12%, -4%, -10
- O=[N+]([O-])c1cccc(NC(=S)NCCc2ccccc2)c1
 : -12%, 22%, -10%, -2%, -5%, 17%, 2%, 2%, -5
- CC1(C)NC(=O)N(CC(=O)OCC(=O)Nc2cccc(F)c2)C1=O
 : -10%, 36%[activator], -4%, -2%, -6%, 11%, 2%, -7%, -1
- CCCCCN(C(=O)CCC(=O)OCC(=O)N1C(C)CCCC1C)c1c(N)n(CCCC)c(=O)[nH]c1=O (stereo unspecified)
 : -2%, 40%[activator], -3%, -13%, 0%, 20%, -6%, 0%, -5
- NC(=O)c1nsc(C(=O)N(c2ccccc2)C(C(=O)NC2CCCC2)c2cccs2)c1N (stereo unspecified)
 : 3%, 53%[activator], -5%, 1%, -9%, 7%, 1%[12.4 µM], -3%, -7
- COc1ccccc1NC(=S)N(CCc1ccc(OC)c(OC)c1)Cc1ccccn1
 : -11%, 109%[activator], -4%, -20%, 6%, -3%, -12%, -7%, -4
- COc1cc(S(=O)(=O)Nc2ccc3c(c2)C(=O)N(C)C3=O)ccc1NC(C)=O
 : 2%, 3%, /, /, -2%, /, 5%, -4%, -13
- COc1cc(-c2noc(-c3ccc(N4CCCCC4)c([N+](=O)[O-])c3)n2)cc(OC)c1OC
 : -20%, -28%, -12%, -14%, -31%, 45µM*, /, -3%, -1
- COc1ccc(-n2cc(-c3ccc(OC(F)F)cc3)[n+]3c2CCCCC3)cc1
 : 0%, 14%, 6%, -6%, 2%, 7%, 2%, -3%, -2
- Cc1ccc(Cl)cc1N1CCN(S(=O)(=O)c2ccc3c(c2)CC(=O)N3C)CC1
 : -23%&-15%, 14%&-10%, -6%&-6%, -17%&-14%, -5%&-19%, 35%&-29%[activator], -9%, -4%&-4%, -3&4
- COc1ccc(-c2nc(N)ncc2Oc2ccccc2Br)c(O)c1
 : -2%, 4%, -8%, 78%[activator], -12%, -4%, 6%, -2%, -7
- COc1cc(C(=O)N(Cc2ccc(N(C)C)cc2)CC2CCCO2)cc(OC)c1OC (stereo unspecified)
 : -17%, -2%, 1%, 1%, -5%, 48%, /, 1%, -2
- COc1ccc(S(=O)(=O)Nc2c(C)n(C)n(-c3ccccc3)c2=O)c(Cl)c1Cl
 : 1%, 4%, 2%, -9%, -2%, 3%, 6%, -1%, -5
- COc1cccc(N(C(=O)c2cnccn2)C(C(=O)NC2CCCCC2)c2ccc(Cl)cc2)c1 (stereo unspecified)
 : 5%, 9%, -13%, -2%, -10%, 3%, 5%, -3%, -1
- COc1ccc(C(=O)C[n+]2ccc3c(c2)nc(-c2ccccc2)n3C)cc1
 : 4%, 16%, 1%, 3%, 6%, 4%, -2%, -3%, -3
- Cc1cccc(C)c1NC(=S)N/N=C/c1ccccc1C(=O)O
 : -9%, -16%, -7%, -5%, -9%, 41%, 6%, -3%, -6
- CC1CCCCC1NC(=O)Cc1ccc(S(=O)(=O)N2CCOCC2)s1 (stereo unspecified)
 : -12%, 18%, /, /, 2%, /, 11%, -4%, -2
- O=C(N/N=C/c1cccnc1)c1ccc(Cn2cc([N+](=O)[O-])cn2)o1
 : 8%, 11%, -2%, -11%, -12%, 32%, -3%, -2%, -1
- O=C(CSc1ccccn1)N1CCN(S(=O)(=O)c2ccc(Cl)cc2)CC1
 : 0%, 12%, /, /, 5%, /, 13%, -4%, -2
- CC1(C)OC(=O)C(=CNC(=O)c2c(F)cccc2F)C(=O)O1
 : 2%, ?, -3%, -21%, ?, -2%, -4%, -4%, -10
- CCCOP(=O)(c1ccc(N(C)C)cc1)C(O)c1ccc(Br)cc1 (stereo unspecified)
 : -21%, 114%[activator], 0%, 1%, -2%, 4%, 47%[activator], -3%, 2
- CCC(NC(=O)C1C2C=CC(C2)C1C(=O)O)c1ccc(C)cc1 (stereo unspecified)
 : -13%, 69%[activator], -8%, -1%, -7%, -1%, 3%, -4%, -1
- COc1ccc(C(=O)NCC(C)(C)CNC(=O)c2ccc(OC)cc2)cc1
 : -23%, 52%[activator], /, /, -3%, /, /, -1%, -6
- Cc1cccc(C2=NC(C(F)(F)F)(C(F)(F)F)c3c(n(-c4ccc(F)cc4)c(=O)[nH]c3=O)N2)c1
 : -12%, 38%[activator], 2%, -5%, -14%, 31%, 0%, 0%, -6
- CN(C1CC(C)(C)NC(C)(C)C1)S(=O)(=O)CC12CCC(CC1=O)C2(C)C (stereo unspecified)
 : 10%, 13%, 0%, -7%, 6%, 2%, -1%, 0%, -5
- O=C(Oc1ccc(-c2ccccc2)cc1)N1CCOCC1
 : -1%, -4%[58.9 µM], 0%, -7%, -2%, 22%, -4%, 5%, -6
- Cc1ccc(NC(C)C(=O)N/N=C/c2c[nH]c3ccccc23)cc1 (stereo unspecified)
 : -11%, 75%[activator], -12%, -4%, 3%, 1%, -4%, -7%, -2
- O=C(NC(=S)Nc1ccc(S(=O)(=O)N2CCCC2)cc1)c1cccs1
 : -9%, 6%, -10%, ?, -4%, 15%, 1%, 0%, -9
- COC(=O)C1=CN(c2cccc(Cl)c2)C=C(C(=O)OC)C1c1cccc(OC)c1
 : -14%, 25%, -10%, -7%, -18%, 2%, -17%, 6%, -1
- COc1ccc(N(CC(=O)NC2CCCCC2)C(=O)c2snc(C(N)=O)c2N)cc1
 : -10%, 21%, 2%, -7%, -17%, -5%, 7%[12.4 µM], -2%, -4
- Cc1cc(C(F)F)n2ncc(C(=O)NCc3ccccc3C(F)(F)F)c2n1
 : -12%, 16%, -2%, ?, -12%, 20%, -4%, -4%, -1
- C=CCOc1cccc(C(=O)N2CCCC(Nc3ccc4c(c3)OCCO4)C2)c1 (stereo unspecified)
 : -7%, 6%, -1%, -19%, -5%, 77%, -7%, -1%, 14
- O=C(Nc1ccc(Cl)cc1)C1CCN(c2nc3ccccc3n3cccc23)CC1
 : -16%, 2%, -12%, 3%, -16%, -16%, /, -4%, -5
- Cc1cccc(N2CCN(C(=O)C3CCN(Cc4nc(-c5ccc(Cl)cc5)oc4C)CC3)CC2)c1C
 : -6%, 15%, -1%, 1%, -22%[60.1 µM], -1%, /, -5%, -2
- Cc1ccc(CCN2CC(C(=O)NCCCOC(C)C)CC2=O)cc1 (stereo unspecified)
 : -5%, -2%, 0%, -1%, 2%, 20%, 9%, -3%, -6
- CCn1c2ccccc2c2cc(NC(=O)c3ccc(=O)oc3)ccc21
 : ?, 50µM*, -15%, -7%, ?, ?, -8%, 0%, 7
- Cc1ccccc1CN1CCc2nc(N3CCN(c4ncccn4)CC3)ncc2C1
 : -6%, -23%, 1%, -7%, -11%[60.1 µM], 10%, /, -2%, -4
- COc1ccc2[nH]c(C(=O)N3CCCN(Cc4ccc(F)cc4)CC3)cc2c1
 : -7%, 7%, -4%, -2%, -9%, 14%, -3%, 0%, 11
- CCOC(=O)[C@@H]1[C@H]2COc3ccc(Br)cc3[C@@H]2N2C(=O)N(c3ccc(C)cc3)C(=O)[C@@]12C
 : -10%, 1%, /, /, -20%, /, 0%, -3%, -8
- C/C(CC(=O)Nc1ccccc1F)=N\NC(=O)Cc1ccc(Cl)cc1
 : -17%, 64%[activator], -19%, ?, 0%, 3%, 3%, -2%, -13
- Cc1nn(C)c(Cl)c1NC(=O)OCc1ccc(F)cc1
 : -6%, -1%, -9%, -10%, 1%, 22%, -3%, -2%, -17
- COc1cc(C(=O)OCC(=O)Nc2c(C)n(C)n(-c3ccccc3)c2=O)c([N+](=O)[O-])cc1OC
 : -11%, -2%, /, /, -18%, /, 5%, -3%, 0
- Cc1sc2ncnc(N3CCC(C(=O)N(CC(C)C)c4nc5ccccc5s4)CC3)c2c1C
 : -8%, 14%, /, /, -1%, /, 12%, -3%, -3
- Cc1ccc(NS(=O)(=O)c2ccc(C(=O)NCc3ccccn3)cc2)cc1
 : -13%, 62%[activator], -1%, -14%, -4%, 37%, -1%, 11%, -12
- Cn1nnnc1SCc1ccc([N+](=O)[O-])cc1
 : -6%, 112%[activator], -1%, -7%, -15%, 0%, 0%, -1%, -7
- Cc1ccc(S(=O)(=O)N(CC(=O)N/N=C/c2ccc(F)cc2)c2cccc3cccnc23)cc1
 : 2%, 13%, -4%, -13%, 1%, 37%, 15%, -4%, 2
- COc1ccc(C(C)(C)C)cc1NC(=O)c1ccc2ncsc2c1
 : -26%, ?, -12%, ?, -12%, ?, 2%, -4%, 1
- COCCn1c(SC(C)C(=O)NC2CC2)nnc1-c1cccc(C)c1 (stereo unspecified)
 : -16%, 6%, /, /, -2%, /, 39%, -5%, -6

# Quoted from the listing.
# Value of `Cc1sc2ncnc(N3CCC(C(=O)N(CC(C)C)c4nc5ccccc5s4)CC3)c2c1C` under GRP78 ERSR act: -3%
# Value of `COC(=O)C1=CN(c2cccc(Cl)c2)C=C(C(=O)OC)C1c1cccc(OC)c1` under POLK inh: -18%

# Some of the compounds tested; count on the stated rates, not on these rows.
